# High-throughput results (PubChem BioAssay)
# Tcruzi prolif: T. cruzi intracellular proliferation inhibitors, primary screen, cell-based, beta-gal Tulahuen parasites, NIH3T3 host, luminescence | 77,000 compounds, 5.9% hits | inhibition, % at 8.34 µM | T. cruzi beta-gal in NIH3T3, GalScreen luminescence, 90 h;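 active means mean inhibition above about 93%, with at least 55% of replicates each passing it, limit read from the data, passing the limit was not always enough; inconclusive means only one of those two conditions holds; inactive means neither condition holds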
# Pf Dd2 inh: P. falciparum Dd2 growth inhibitors, primary screen, SYBR Green fluorescence, single dose replicates | AID 1159554, 2015 | 72 h; stronger effect = lower value | 94,000 compounds, 2.3% hits | activity change, % at 10 µM; in the data active means activity change below about -80%; inconclusive means no clear call, values can overlap the other calls
# C diff growth: C. difficile growth inhibitors, primary screen, HTS; AID 1259249, 2017; growth activity, negative = inhibition, % at 16 µg/mL (by protocol); 86,000 compounds, 0.25% hits; Clostridium difficile clinical isolate growth, OD600, 24 h; stronger effect = lower value;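 active means mean growth activity at or below -80% and every replicate also at or below -80%; inconclusive means mean at or below -80% but some replicate above -80%; inactive means mean growth activity above -80%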;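 further: 0% = DMSO wells and -100% = levofloxacin 16 µg/mL wells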
# GASC1 inh: inhibitors of GASC-1 (KDM4C) histone demethylase, primary screen, biochemical, single concentration HTS; AID 720574, 2013; inhibition, % at 12.5 µM; GST-KDM4C 2-372, H3K9me3 peptide, LANCE TR-FRET; 96,000 compounds, 0.15% hits; Lysine-specific demethylase 4C (Homo sapiens), Q9H3R0;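 active means mean replicate inhibition above about 25%, with at least 55% of replicates also reaching it, limit read from the data, passing the limit was not always enough; inconclusive means only one of those two conditions met; inactive means neither condition met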
# Target sequence (Q9H3R0 2-372 limits assumed): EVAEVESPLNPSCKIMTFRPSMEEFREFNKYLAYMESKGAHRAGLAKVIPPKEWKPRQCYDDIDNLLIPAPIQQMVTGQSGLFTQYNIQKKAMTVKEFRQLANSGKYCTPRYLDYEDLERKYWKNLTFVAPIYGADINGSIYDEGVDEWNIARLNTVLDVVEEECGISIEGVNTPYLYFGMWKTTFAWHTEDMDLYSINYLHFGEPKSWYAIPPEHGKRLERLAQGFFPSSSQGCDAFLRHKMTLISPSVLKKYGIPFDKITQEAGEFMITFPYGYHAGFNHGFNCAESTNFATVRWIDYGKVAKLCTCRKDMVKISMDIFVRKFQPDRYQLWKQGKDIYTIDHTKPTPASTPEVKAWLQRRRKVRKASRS
#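 Test system – GST-tagged GASC-1 (JMJD2C) catalytic fragment, aa 2-372 · Medium – HEPES buffer, pH 7.5, plus ascorbate · Reagent – H3K9me3 peptide with Fe(II)/2OG · Compound – one test concentration per compound · Timing – 30 min reaction, 60 min detection, RT · Technique – TR-FRET with Eu antibody and ULight streptavidin, EDTA stop · Read-out basis – inhibition from TR-FRET ratio decrease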
# Active calls of the source: *; ? = inconclusive; / = not tested or not shown; & = joins results of further samples.
no.	compound	Tcruzi prolif	Pf Dd2 inh
1	O=C(C1CCOCC1)N1C[C@H]2[C@@H](c3ccccc31)[C@H](CO)N2Cc1ccccc1	23	9
2	C[C@H](CO)N1C[C@H](C)[C@@H](CN(C)C(=O)Nc2ccc(F)cc2)OCCCC[C@H](C)Oc2ccc(NS(=O)(=O)c3ccc(F)cc3)cc2C1=O	33	0
3	C[C@@H]1CN([C@H](C)CO)C(=O)c2cc(C3=CCCC3)cnc2O[C@@H]1CN(C)C(=O)CN1CCOCC1	72	-25
4	CO[C@@H]1CN(C)C(=O)c2cc(NC(=O)NC3CCCCC3)ccc2OC[C@H](C)N(CC2CC2)C[C@@H]1C	-24	5
5	COc1ccc(S(=O)(=O)N(C)C[C@H]2OCCCC[C@@H](C)Oc3ccc(NC(=O)CCCN(C)C)cc3C(=O)N([C@H](C)CO)C[C@@H]2C)cc1	13	4
6	CNC(=O)C[C@@H]1CC[C@@H]2[C@@H](COc3ccc(NC(=O)Nc4cccc(C)c4)cc3C(=O)N2C)O1	22	-45
7	O=C(O)C[C@H]1C=C[C@H](NC(=O)Nc2cc(F)ccc2F)[C@H](CO)O1	-32	11
8	C[C@@H]1CCCCO[C@H](CN(C)Cc2ccncc2)[C@@H](C)CN([C@@H](C)CO)C(=O)c2cc(NS(=O)(=O)c3ccc(F)cc3)ccc2O1	/	-33

no.	C diff growth	GASC1 inh
1	3	-1.3
2	-2	5.0
3	-1	0.9
4	-2	0.2
5	0	13
6	-5	-1.4
7	-2	-1.5
8	-2	0.9

# Going on with the list:
no.	compound	Tcruzi prolif	Pf Dd2 inh
9	C[C@H]1CN([C@@H](C)CO)C(=O)c2ccccc2-c2ccccc2CO[C@@H]1CN(C)C(=O)C1CC1	-16	33
10	CCC(=O)N1CC(=O)N2[C@H](CO)[C@@H](c3ccc(-c4ccccc4C)cc3)[C@H]2C1	/	-10
11	C[C@H](CO)N1C[C@H](C)[C@H](CN(C)Cc2ccc(C(F)(F)F)cc2)Oc2ccc(NC(=O)Nc3ccccc3)cc2CC1=O	72	1
12	C[C@@H]1CN([C@H](C)CO)C(=O)Cc2cc(NC(=O)c3ccncc3)ccc2O[C@H]1CN(C)Cc1ccc(C(F)(F)F)cc1	106*	4
13	C[C@H]1CN([C@@H](C)CO)C(=O)Cc2cc(NC(=O)CCCCCC(=O)Nc3ccccc3N)ccc2O[C@@H]1CN(C)Cc1ccccc1	64	-64
14	C[C@H]1CN([C@@H](C)CO)C(=O)c2cc(C3=CCCC3)cnc2O[C@@H]1CN(C)C(=O)c1ccc(F)cc1	65	-23
15	C[C@@H]1CCCCO[C@@H](CN(C)Cc2ccccc2)[C@H](C)CN([C@@H](C)CO)C(=O)c2cc(NC(=O)Nc3cccc4ccccc34)ccc2O1	107*	-8
16	OC[C@@H]1[C@@H](c2ccc(C#CC3CCCC3)cc2)[C@H]2CN(CCC(F)(F)F)CCCCN12	71	?

no.	C diff growth	GASC1 inh
9	5	-0.3
10	-11	-1.7
11	12	1.7
12	-12	-1.4
13	-6	-5.1
14	-3	0.8
15	26	-1.5
16	30	-0.5

# Following part:
no.	compound	Tcruzi prolif	Pf Dd2 inh
17	C[C@@H]1CN([C@H](C)CO)C(=O)c2cc(NC(=O)Cc3ccccc3)ccc2O[C@@H]1CN(C)C(=O)Nc1ccc2c(c1)OCO2	-72	-10
18	CCCc1cn(CC[C@@H]2CC[C@H](NC(=O)C3CCC3)[C@H](CO)O2)nn1	/	4
19	COc1cccc(S(=O)(=O)N[C@@H]2CC[C@@H](CC(=O)NC3CCC3)O[C@@H]2CO)c1	10	-4
20	CCCNC(=O)N1[C@H](C#N)[C@@H](c2ccc(-c3ccccc3F)cc2)[C@@H]1CO	82	-38
21	COc1ccc(NC(=O)Nc2ccc3c(c2)C(=O)N([C@H](C)CO)C[C@H](C)[C@@H](CN(C)S(=O)(=O)c2ccc(C)cc2)OCCCC[C@@H](C)O3)cc1	-57	-66
22	COc1ccc2c3c(n(C)c2c1)[C@@H](CO)N(S(C)(=O)=O)CC31CCN(Cc2cccnc2)CC1	/	-64
23	COc1cccc(CNC(=O)[C@@H]2[C@@H](CO)[C@@H]3Cn4c(cccc4=O)[C@H]2N3C(=O)C2CCCCC2)c1	96*	/
24	C[C@@H]1CN([C@H](C)CO)C(=O)c2cc(NC(=O)NC3CCCCC3)ccc2O[C@H]1CN(C)Cc1ccc(Cl)c(Cl)c1	93*	-4

no.	C diff growth	GASC1 inh
17	1	0.3
18	1	8.0
19	-1	3.2
20	6	-0.3
21	/	-0.7
22	-5	-1.0
23	11	-0.5
24	3	0.3

# Next part.
no.	compound	Tcruzi prolif	Pf Dd2 inh
25	CCC(=O)N1C[C@@H](O)COC[C@H]2O[C@H](CC(=O)NCc3ccc(Oc4ccccc4)cc3)CC[C@@H]21	1	1
26	CCC(=O)N1[C@H](CN(CC)C(=O)c2ccc(F)cc2)[C@H](c2ccccc2)[C@@H]1CO	-7	3
27	COc1cccc(S(=O)(=O)Nc2ccc3c(c2)[C@H]2C[C@H](CC(=O)O)O[C@@H](CO)[C@H]2O3)c1	30	14
28	C[C@H]1CN([C@@H](C)CO)C(=O)c2cc(-c3ccncc3)cnc2O[C@@H]1CN(C)C(=O)CN1CCOCC1	/	49
29	COc1cccc(C#Cc2ccc3c(c2)O[C@@H](CN(C)C(C)=O)[C@H](C)CN([C@H](C)CO)S3(=O)=O)c1	74	-58
30	O=C(C[C@@H]1CC[C@H]2[C@@H](COC[C@H](O)CN2C(=O)c2ccccc2F)O1)N1CCOCC1	49	1
31	CCCNC(=O)[C@@H]1[C@@H](CO)[C@@H]2Cn3c(ccc(-c4ccccc4OC)c3=O)[C@@H]2N1S(C)(=O)=O	/	13
32	COc1ccccc1-c1ccc2n(c1=O)C[C@H]1[C@H](CO)[C@@H](C(=O)N(C)C)N(C(=O)c3cccnc3)[C@@H]21	52	/

no.	C diff growth	GASC1 inh
25	-3&-11	-5.1
26	0	-1.8
27	-6	0.7
28	-1	-0.1
29	-8	-0.8
30	/	2.3
31	-3	12
32	1	1.3

# (list continues)
no.	compound	Tcruzi prolif	Pf Dd2 inh
33	O=C(NC1CCCCC1)N1CC(=O)N2[C@@H](CO)[C@@H](c3ccc(C4=CCCC4)cc3)[C@@H]2C1	/	4
34	O=C(C[C@H]1C[C@@H]2c3cc(NC(=O)c4ccc5c(c4)OCO5)ccc3O[C@@H]2[C@@H](CO)O1)NCc1ccccn1	54	-30
35	Cn1cnc(S(=O)(=O)N[C@@H]2CC[C@@H](CC(=O)Nc3ccccc3)O[C@@H]2CO)c1	/	/
36	C[C@H](CO)N1C[C@H](C)[C@@H](CN(C)S(=O)(=O)c2ccc([N+](=O)[O-])cc2)OCc2ccccc2-c2c(n(C)c3ccccc23)C1=O	/	-84*
37	O=C(Nc1cccc(Cl)c1)N[C@@H]1CC[C@H](CCNC(=O)C2CC2)O[C@H]1CO	/	-2
38	Cc1ccc(S(=O)(=O)Nc2ccc3c(c2)C(=O)N([C@@H](C)CO)C[C@@H](C)[C@H](CN(C)C(=O)Nc2ccc(F)cc2)OCCCC[C@@H](C)O3)cc1	?	-50
39	O=C(C[C@H]1C[C@H]2c3cc(NC(=O)c4ccc5c(c4)OCO5)ccc3O[C@H]2[C@H](CO)O1)NC1CCCCC1	7	11
40	C[C@@H]1CN([C@H](C)CO)C(=O)c2cccc(NC(=O)NC3CCCCC3)c2O[C@@H]1CN(C)Cc1ccc(-c2ccccc2)cc1	115*	-34

no.	C diff growth	GASC1 inh
33	-11	0.7
34	-5	1.7
35	3	-0.1
36	3	-0.6
37	-3	-2.5
38	/	-0.4
39	/	-0.7
40	17	-1.4

# The listing continues.
no.	compound	Tcruzi prolif	Pf Dd2 inh
41	C[C@@H]1CCCCO[C@H](CN(C)Cc2ccc(C(F)(F)F)cc2)[C@@H](C)CN([C@H](C)CO)C(=O)c2cc(NC(=O)c3ccncc3)ccc2O1	33	-7
42	C[C@H](O)C#Cc1ccc2c(c1)O[C@@H](CN(C)C(=O)C1CCC1)[C@@H](C)CN([C@H](C)CO)S2(=O)=O	-8	-7
43	CN1C(=O)c2cc(NC(=O)Nc3ccccc3)ccc2OC[C@@H]2O[C@H](CC(=O)NC3CCC3)CC[C@H]21	-49	-58
44	COc1ccccc1NC(=O)N1C[C@@H](O)COC[C@@H]2O[C@H](CC(=O)N3CCC(Cc4ccccc4)CC3)CC[C@H]21	22	1
45	O=C(NCC[C@H]1CC[C@@H](NC(=O)C2CCCCC2)[C@H](CO)O1)c1cc(Cl)cc(Cl)c1	0	-2
46	O=C(Cc1ccccn1)NCC[C@H]1CC[C@H](NS(=O)(=O)c2ccccc2)[C@H](CO)O1	3	-1
47	C[C@H](CO)N1C[C@H](C)[C@H](CN(C)C(=O)Nc2ccccc2)Oc2ccc(NC(=O)Cn3cnnn3)cc2C1=O	-3	31
48	CCCC#Cc1ccc([C@H]2[C@H]3CN(S(=O)(=O)Cc4ccccc4)CCCCN3[C@H]2CO)cc1	100*	-5

no.	C diff growth	GASC1 inh
41	8	-0.5
42	-4	0.1
43	11	0.6
44	3&0	-1.3
45	-4	0.1
46	-5	2.7
47	-1	-1.5
48	11	-1.8

# Going on with the list.
no.	compound	Tcruzi prolif	Pf Dd2 inh
49	CC(C)CC#Cc1ccc([C@H]2[C@@H](CO)N3C(=O)CN(C(=O)Cc4cccnc4)C[C@H]23)cc1	/	-12
50	CC(C)(O)C#Cc1ccc([C@@H]2[C@H](CO)N3CCCCN(S(C)(=O)=O)C[C@@H]23)cc1	73	10
51	CC(C)NC(=O)Nc1ccc2c(c1)C(=O)N([C@H](C)CO)C[C@@H](C)[C@H](CN(C)Cc1ccc(Cl)c(Cl)c1)O2	30	-18
52	CCN1[C@@H]2Cn3c(ccc(C4=CCCCC4)c3=O)[C@H]1[C@@H](C(=O)N1CCCCC1)[C@@H]2CO	15	-2
53	Cc1noc(C)c1NC(=O)Nc1ccc2c(c1)C(=O)N([C@@H](C)CO)C[C@@H](C)[C@H](CN(C)S(=O)(=O)c1cn(C)cn1)OCCCC[C@H](C)O2	27	17
54	COc1ccccc1NC(=O)N[C@@H]1C=C[C@@H](CC(=O)NCc2ccc(Cl)c(Cl)c2)O[C@H]1CO	-9	-1
55	O=S(=O)(NCC[C@@H]1CC[C@@H](NS(=O)(=O)c2ccccc2Cl)[C@@H](CO)O1)c1ccc(F)cc1	10	-12
56	N#Cc1ccc(-c2ccc3c(c2)[C@@H]2[C@@H](CCN2C(=O)c2ccc4c(c2)OCO4)[C@H](CO)N3)cc1	11	-21

no.	C diff growth	GASC1 inh
49	46	-0.1
50	-8	1.1
51	-1	-0.3
52	-4	0.8
53	-4	1.4
54	/	-0.9
55	-3	3.3
56	1	-7.6

# Continuation.
no.	compound	Tcruzi prolif	Pf Dd2 inh
57	Cc1noc(C)c1NC(=O)N(C)C[C@H]1Oc2ccc(NS(=O)(=O)c3ccccc3)cc2C(=O)N([C@@H](C)CO)C[C@H]1C	9	20
58	COCC(=O)N[C@@H]1CC[C@H](CC(=O)N2CCCCC2)O[C@@H]1CO	0	-1
59	C[C@@H]1CN([C@@H](C)CO)C(=O)Cc2cc(NC(=O)CCCCCC(=O)Nc3ccccc3N)ccc2O[C@@H]1CN(C)Cc1ccncc1	9	9
60	Cc1noc(C)c1S(=O)(=O)Nc1ccc2c(c1)CC(=O)N([C@H](C)CO)C[C@H](C)[C@@H](CN(C)Cc1ccc3c(c1)OCO3)O2	/	-53
61	Cc1ccc(S(=O)(=O)N(C)C[C@H]2Oc3ccc(NC(=O)CCCCCC(=O)Nc4ccccc4N)cc3CC(=O)N([C@H](C)CO)C[C@H]2C)cc1	47	-67
62	C[C@@H]1CN([C@@H](C)CO)C(=O)c2ccccc2-c2ccccc2CO[C@H]1CN(C)C(=O)Nc1ccc(-c2ccccc2)cc1	/	-58

no.	C diff growth	GASC1 inh
57	-1	0.2
58	/	-0.7
59	-4	9.1
60	1	-0.1
61	-3	3.9
62	-4	-1.4

# 3 entries drawn at random from the list so far, as already listed:
no.	compound	Tcruzi prolif	Pf Dd2 inh
61	Cc1ccc(S(=O)(=O)N(C)C[C@H]2Oc3ccc(NC(=O)CCCCCC(=O)Nc4ccccc4N)cc3CC(=O)N([C@H](C)CO)C[C@H]2C)cc1	47	-67
59	C[C@@H]1CN([C@@H](C)CO)C(=O)Cc2cc(NC(=O)CCCCCC(=O)Nc3ccccc3N)ccc2O[C@@H]1CN(C)Cc1ccncc1	9	9
62	C[C@@H]1CN([C@@H](C)CO)C(=O)c2ccccc2-c2ccccc2CO[C@H]1CN(C)C(=O)Nc1ccc(-c2ccccc2)cc1	/	-58

no.	C diff growth	GASC1 inh
61	-3	3.9
59	-4	9.1
62	-4	-1.4
